KCC2 mod = modulates chloride dependent transport by human KCC2; Q9H2X9; KCC2 cells, thallium flux FluoZin-2 fluorescence; B-score of Tl+ flux slope (higher = more flux/activation; lower = inhibition) at 10 µM; actives 2.2% (n = 190,000); AID 1456;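 active means thallium flux slope and its plate-corrected score both differing from the plate sample mean at a set confidence after two filtering rounds, in either direction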;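 further: slope of fluorescence scaled to starting intensity during 10 to 20 s after thallium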
PERK inhibitor = blocks human PERK kinase | Q9NZJ5 | CHO PERK-DD fusion, SEAP luminescence translation reporter | inhibition, % at 5.6 µM | actives 0.17% (n = 220,000);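 active means inhibition above the mean inhibition of all tested compounds plus 3 SD, set separately per screening campaign, cut at about 2.9% in these data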;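 further: PERK kinase domain activated by AP20187 dimerizer at 100 nM; 0% = DMSO with dimerizer and 100% = rapamycin at 8.4 µM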
Target sequence (Q9NZJ5 whole entry, looked up, the tested form may be a part): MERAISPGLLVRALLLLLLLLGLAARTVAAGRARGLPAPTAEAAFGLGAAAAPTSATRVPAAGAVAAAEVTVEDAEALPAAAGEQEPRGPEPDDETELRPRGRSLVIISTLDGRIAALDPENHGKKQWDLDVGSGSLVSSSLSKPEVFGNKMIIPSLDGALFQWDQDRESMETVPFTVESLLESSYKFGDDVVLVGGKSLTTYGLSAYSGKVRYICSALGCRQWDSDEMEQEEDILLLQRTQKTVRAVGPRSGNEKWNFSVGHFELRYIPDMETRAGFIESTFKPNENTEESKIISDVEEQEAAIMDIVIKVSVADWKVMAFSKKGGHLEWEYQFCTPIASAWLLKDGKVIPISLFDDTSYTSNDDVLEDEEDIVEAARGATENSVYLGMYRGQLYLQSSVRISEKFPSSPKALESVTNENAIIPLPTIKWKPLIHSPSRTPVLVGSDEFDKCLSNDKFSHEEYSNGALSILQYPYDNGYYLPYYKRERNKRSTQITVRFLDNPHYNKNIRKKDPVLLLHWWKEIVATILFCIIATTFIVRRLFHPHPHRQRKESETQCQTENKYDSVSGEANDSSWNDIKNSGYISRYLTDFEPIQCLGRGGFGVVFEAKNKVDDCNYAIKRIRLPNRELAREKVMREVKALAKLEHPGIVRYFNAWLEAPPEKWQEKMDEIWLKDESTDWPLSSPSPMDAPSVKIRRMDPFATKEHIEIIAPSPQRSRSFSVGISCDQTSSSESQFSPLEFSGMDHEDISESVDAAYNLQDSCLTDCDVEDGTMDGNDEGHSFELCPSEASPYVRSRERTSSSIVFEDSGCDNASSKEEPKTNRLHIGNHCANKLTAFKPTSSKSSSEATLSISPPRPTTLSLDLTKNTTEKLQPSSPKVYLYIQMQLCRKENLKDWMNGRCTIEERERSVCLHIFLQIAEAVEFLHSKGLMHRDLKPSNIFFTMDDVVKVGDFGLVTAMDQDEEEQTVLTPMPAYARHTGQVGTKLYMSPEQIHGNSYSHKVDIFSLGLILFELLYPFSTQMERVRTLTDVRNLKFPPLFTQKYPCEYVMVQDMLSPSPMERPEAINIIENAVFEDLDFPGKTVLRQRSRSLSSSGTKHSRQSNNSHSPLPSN
Wee1 stabilizer = blocks degradation of human Wee1 kinase; P30291; HeLa Luc-Wee1K328M stability, luciferase luminescence; 100% = proteasome inhibitor MG132 effect; reporter increase, % at 5 µM; actives 1.2% (n = 220,000); AID 1321;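 active means activation above the mean of all tested compounds plus 3 SD, set per screening run, cut at about 8.8% in these data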;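 further: cells exposed to compound for 20 h before luminescence read; 0% = DMSO alone and 100% = MG132 at 30 µM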
KLK5 inh = kallikrein 5 (human) inhibition; actives 0.59% (n = 210,000); Q9Y337; inhibition, % at 5 µM; AID 873; recombinant hK5, fluorogenic AMC substrate cleavage;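 active means inhibition of 40% or more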;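 further: 0% = enzyme controls without compound and 100% = no-enzyme blanks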
FXIIa inh = blocks human coagulation factor XIIa protease activity | AID 800 | inhibition, % at 5 µM | actives 0.3% (n = 220,000) | purified FXIIa, Boc-QGR-AMC fluorogenic substrate, 2 h; in the data active means inhibition above about 40%;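 further: 0% = enzyme with no compound and 100% = blank without enzyme; many of its hits are not listed in these tables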
Thrombin inh = thrombin (human) inhibition; AID 1046; P00734; actives 0.26% (n = 220,000); alpha-thrombin, Boc-VPR-AMC fluorogenic substrate cleavage; inhibition, % at 5 µM;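 active means inhibition at or above 40%; inactive means inhibition below 40%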;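 further: 0% = enzyme with no compound and 100% = wells without enzyme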
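Material: Human alpha-thrombin protein | Buffer or medium: pH 7.5 Tris-saline with Tween 20 | Reagent: Boc-VPR-AMC substrate, 15 µM final | Schedule: Reaction at ambient temperature | Detection: AMC fluorescence at 355 nm excitation and 460 nm emission | Evaluation: Percent inhibition scaled between no-compound controls and no-enzyme blanks | Controls: no-compound enzyme wells and no-enzyme blanks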
p97 ATPase inh = human p97 ATPase inhibition. P55072. inhibition, % at 8 µM. recombinant p97 ATPase, Kinase-Glo ATP luminescence, 3 h. actives 0.42% (n = 220,000); in the data active means inhibition above about 15%;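 further: 0% = DMSO vehicle and 100% = wells lacking enzyme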
FXIa inh = inhibitors of human coagulation factor XIa; P03951; AID 798; purified FXIa, Boc-Glu-Ala-Arg-AMC fluorogenic substrate; actives 0.14% (n = 220,000); inhibition, % at 5 µM;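 active means inhibition of at least 40%; inactive means inhibition below 40%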;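 further: fluorescence of freed AMC excited at 355 nm; 0% = enzyme without compound and 100% = no enzyme blank; many of its hits are not listed in these tables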
Furin inh = blocks human furin protease activity. P09958. purified furin, fluorogenic substrate cleavage. inhibition, % at 30 µM. actives 0.061% (n = 220,000). AID 463115; in the data active means inhibition above about 25%; further: inactives centre near -15
Starred values were filed as active, the others as inactive; · = no result given; [ ] = another dose, or the depositor's remark.

SMILES	KCC2 mod	PERK inhibitor	Wee1 stabilizer	KLK5 inh	FXIIa inh	Thrombin inh	p97 ATPase inh	FXIa inh	Furin inh
COc1ccc(CN2CCN(C)CC2)cc1OCc1ccccc1	-0.0039	-0.8	-3	-9	7	-4	8	-1	5[20 µM]
Cc1nc2ccccn2c1P(=O)(N1CCCCC1)N1CCCCC1	0.3	-0.2	-2	-3	11	-1	3	4	-18[20 µM]
COC(=O)c1nn(-c2ccccc2)c(Cl)c1/C=N/OCc1ccc(Cl)cc1Cl	0.32	-0.6	2	-3	3	-6	-10	-20	-5[20 µM]
COc1nc(N2CCCC2)nc(-n2nnc(C(C)=O)c2C)n1	-0.26	-0.2	-2	-2	10	-5	0	-4	-29
Cc1ccc(S(N)(=O)=O)cc1NC(=O)/C=C/c1cccs1	·	0.5	0	4	6	5	-1	10	-15[20 µM]
COc1ccc(CC(=O)Nc2cccc(-c3cn4ccccc4n3)c2)cc1	-1.6	-1.0	1	-11	2	-6	3	-1	-5
CCCSc1nnc2[nH]c(=O)cc(N)n12	-1.3	-0.3	-2	-9	11	-1	0	2	-24[20 µM]
CCN1CCN(CCNC(=O)CCCCCn2c(=O)[nH]c3cc(C(=O)OC)ccc3c2=O)CC1	·	0.5	0	-11	11	-1	1	-13	-13[20 µM]
c1ccc(CSc2nnnn2-c2ccccc2)cc1	-1.9	1.2	1	-11	19	4	1	5	-22[20 µM]
Cc1ccc(NC(=O)CCNS(=O)(=O)c2ccc3c(c2)c(=O)n(C)c(=O)n3C)cc1C	-0.47	0.3	5	6	11	8	3	0	-30

The list goes on, starting with the last 5 of the part before.
SMILES	KCC2 mod	PERK inhibitor	Wee1 stabilizer	KLK5 inh	FXIIa inh	Thrombin inh	p97 ATPase inh	FXIa inh	Furin inh
COc1ccc(CC(=O)Nc2cccc(-c3cn4ccccc4n3)c2)cc1	-1.6	-1.0	1	-11	2	-6	3	-1	-5
CCCSc1nnc2[nH]c(=O)cc(N)n12	-1.3	-0.3	-2	-9	11	-1	0	2	-24[20 µM]
CCN1CCN(CCNC(=O)CCCCCn2c(=O)[nH]c3cc(C(=O)OC)ccc3c2=O)CC1	·	0.5	0	-11	11	-1	1	-13	-13[20 µM]
c1ccc(CSc2nnnn2-c2ccccc2)cc1	-1.9	1.2	1	-11	19	4	1	5	-22[20 µM]
Cc1ccc(NC(=O)CCNS(=O)(=O)c2ccc3c(c2)c(=O)n(C)c(=O)n3C)cc1C	-0.47	0.3	5	6	11	8	3	0	-30
O=C(Cn1cnc2ccccc2c1=O)NCCC(=O)N1CCN(Cc2ccccc2)CC1	1.7	0.8	1	8	12	3	-3	7	18[20 µM]
CC(C)Oc1cccc(OCCN2C(=O)c3ccccc3C2=O)c1	-0.17	0.0	-2	-16	2	0	0	-2	-27
CCOc1ccc(N2CC(C(=O)Nc3ccc(S(=O)(=O)Nc4ncccn4)cc3)CC2=O)cc1 (stereo not drawn)	-0.58	0.1	-1	-13	17	6	1	-5	-8[20 µM]
COCC(C)NC(=O)CSc1nnc(-c2cccc(S(=O)(=O)N3CCCCC3)c2)o1 (stereo not drawn)	-0.0059	0.1	-4	0	11	·	-1	4	-8
COC(=O)c1cccc(NC(=O)CSc2ncn[nH]2)c1	0.8	0.1	-4	-2	54*	2	3	44*	-24[20 µM]
C#CCSc1nnc(CSc2nc3ccccc3s2)n1-c1ccccc1	-2.9	-0.6	-2	1	2	1	-2	0	-13[20 µM]
Cn1c(CC(=O)Nc2ccccc2)n[nH]c1=S	0.051	1.1	-4	0	9	-5	5	-4	-35
Cc1ccc(Cl)cc1NC(=O)C1CCCN(S(=O)(=O)c2c(C)noc2C)C1 (stereo not drawn)	-1.2	0.2	-3	-16	10	0	-3	18	-20
Cc1cc(C)n(-c2ncc(C#N)cn2)n1	-0.077	1.2	6	-5	5	3	4	-3	-26
CC1Oc2ccccc2OC1C(=O)Nc1ccccn1 (stereo not drawn)	-0.13	1.6	3	-3	22	-3	5	14	-16[20 µM]
CCCc1nc(SCc2ccccn2)c2c(=O)n(C)c(=O)n(C)c2n1	-1.4	-0.7	1	-7	15	5	-7	3	-20
COc1ccc(CN(C)Cc2nc3scc(-c4ccccc4)c3c(=O)[nH]2)cc1OC	0.23	-1.1	1	-19	5	-8	-4	1	-8
CC(=O)c1ccc(NC(=S)NCCc2ccc(S(N)(=O)=O)cc2)cc1	0.81	0.9	27*	1	11	-1	3	-1	-16
COc1ccc(C(=O)Nc2ccccc2-c2nnn(CC(=O)NCc3ccco3)n2)cc1	·	-0.7	3	6	18	2	-1	7	-18
COc1ccccc1CCNC(=O)c1nc(-c2cccs2)no1	-1	-0.1	2	-7	-1	-1	-2	-5	-14
CC(NC(=O)Nc1nccs1)(C(F)(F)F)C(F)(F)F	0.25	-1.1	0	-9	-2	-7	-2	-11	-13[20 µM]
O=C(c1cccc(F)c1)N1CCc2ccccc21	·	-1.3	0	-2	7	-3	-3	-4	-17[20 µM]
CC(C)CNc1cc(=O)n(C)c(=O)n1C	0.73	1.5	4	-3	4	-4	4	-3	-13[20 µM]
COC(=O)CSc1nnc(-c2ccccc2OC)n1-c1ccc(C)cc1	-0.69	-0.7	0	43*	30	46*	-8	7	4[20 µM]
CC(C)C(=O)Nc1ccc(C(=O)NNC(=S)NC(=O)c2cccs2)cc1	1.6	0.5	-1	-108	10	-4	4	6	-33
COc1ccccc1NCCC(=O)O	·	2.2	-2	5	12	4	9	2	-18
FC(F)(F)c1ccccc1NC(=S)NN1CCOCC1	-0.58	-0.7	-2	-37	13	-2	-10	-3	-5[20 µM]
CCCC1=C(C(=O)OCC)C(c2ccc(N(C)C)cc2)n2ncnc2N1 (stereo not drawn)	-0.19	-1.5	4	-17	15	-7	-2	7	0
O=C(O)c1cc2cc(OCc3ccccc3)ccc2[nH]1	-0.7	-0.7	-4	1	5	-6	4	-3	-5
CCC(C)NC(=S)Nc1ccc(C(=O)OC)cc1 (stereo not drawn)	-0.85	0.1	0	·	10	-5	-2	5	-4
CCn1c(CNC(=O)c2cccs2)n[nH]c1=S	0.2	1.2	0	-14	8	2	4	2	-22
O=C(c1ccccn1)N1CCN(S(=O)(=O)c2ccc(F)cc2)CC1	0.16	1.8	-5	7	7	-11	4	1	-35
O=C(NCCOc1ccccc1Cl)c1cc(F)c(F)cc1Cl	-1.9	1.8	5	-26	-3	-9	3	-5	-22
O=C(Cc1cccs1)N(Cc1ccco1)C1(C(=O)NC2CCCCC2)CCCCC1	-0.25	0.8	0	-21	0	-4	2	-6	-16[20 µM]
Cc1ccc(/C=C2/NC(=O)N(Cc3ccccc3F)C2=O)o1	-0.64	1.1	3	-4	8	-4	4	6	-17
Nn1c(SCC(=O)Nc2ccc3c(c2)OCO3)nnc1-c1cccc(Cl)c1	0.49	1.2	-2	-3	25	2	5	23	-19[20 µM]
O=C(c1cc2c(s1)-c1ccccc1OC2)N1CCN(c2ccccc2)CC1	-0.22	1.4	-2	-1	16	-2	-4	-2	-19
Cc1cc(N)ccc1N1CCCC1	·	1.8	-2	2	11	4	17*	-7	-34
CCOC(=O)c1sc(N/N=C/c2ccccc2)nc1C	0.051	0.1	1	-16	6	-7	-1	-4	-9
COc1ccc2nc(Sc3c([N+](=O)[O-])nc(C)n3Cc3ccccc3)[nH]c2c1	·	0.3	3	3	10	-1	4	-1	-20[20 µM]
CC(C)C(NC(=O)CC12CC3CC(CC(C3)C1)C2)C(=O)O (stereo not drawn)	0.4	1.1	-3	6	47*	0	-1	15	-14
COC(=O)c1cnc2c(c1C(=O)OC)c(=O)n(C)c(=O)n2C	0.25	1.1	1	-2	-5	4	-4	6	2
COc1ccc(OC)c(NC(=O)NCc2ccc(F)cc2)c1	·	0.9	0	-23	0	-4	3	4	-13[20 µM]
C/C(=N\NC(=O)C(C)Sc1ccccc1)C(C)(C)C (stereo not drawn)	1.1	1.0	-1	-15	7	2	1	-1	-3[20 µM]
CCN(CC)C(=O)Oc1cc(COC)nc(-c2ccccc2)n1	0.44	0.7	2	-5	8	-2	3	6	-11
Cc1ccc(C(=O)CSc2nc(-c3ccccc3)ccc2C#N)cc1	-0.38	0.4	-2	-15	10	-10	0	3	-21
CCOC(=O)N1CCC(NCCNC(=O)c2ccccc2Cl)CC1	0.039	0.1	-1	-31	15	-2	1	12	-3
NC(=O)c1ccccc1N/C=C/C(=O)c1ccccc1	-0.21	-0.1	6	-7	1	6	-20	-2	-16[20 µM]
Cc1ccc(SCC(=O)Nc2ccccc2C(=O)O)cc1	·	0.3	3	3	6	1	4	2	-17[20 µM]
O=C(CNS(=O)(=O)c1ccccc1Br)OCC(=O)N1CCc2ccccc21	-2.6	-0.8	2	-7	16	1	2	2	-9[20 µM]
CCCCN1C(=O)C2C(c3ccc(OC)cc3O)NC(CC(C)C)(C(=O)O)C2C1=O (stereo not drawn)	0.55	-0.9	1	-10	15	6	-5	5	-9
CN(C(=O)n1cnc2ccccc21)c1ccccc1	-0.19	1.4	-3	-13	7	-1	5	6	-18
Cc1cccc(NC(=O)C2CCN(S(=O)(=O)c3cccc4nsnc34)CC2)n1	2.4	-1.1	0	2	6	-2	-2	0	-6
CC(C)CC(=O)Nc1nnn(C)n1	0.2	1.3	-2	-5	13	4	4	3	-10
OC(CNCCC1C=Nc2ccccc21)Cn1c2ccc(Cl)cc2c2cc(Cl)ccc21 (stereo not drawn)	1	-0.7	-1	-22	-6	-10	26*	-6	-2
Next part.
SMILES	KCC2 mod	PERK inhibitor	Wee1 stabilizer	KLK5 inh	FXIIa inh	Thrombin inh	p97 ATPase inh	FXIa inh	Furin inh
CC(C)CCN1C(=O)c2ccc(C(=O)NCC3CCCO3)cc2C1=O (stereo not drawn)	0.33	-0.5	9.6*	-1	27	-2	0	20	-21[20 µM]
Cc1ccnc(NS(=O)(=O)c2ccc(NC(=O)c3c(-c4ccccc4Cl)noc3C)cc2)n1	·	0.7	-2	12	13	3	0	4	-2[20 µM]
O=C(COC(=O)c1ccc2c(c1Cl)C(=O)c1ccccc1C2=O)NC1CCCCC1	1.1	0.4	0	-12	15	-5	9	7	-15
CCN(CC)c1ccc2cc(-c3nc4ccccc4n3C)c(=O)oc2c1	·	-0.1	-1	-4	11	7	-2	-6	-17
Cc1cccc(C(=O)Nc2nnc(-c3ccncc3)o2)c1	0.7	0.5	2	-5	5	0	-1	-6	1
O=C(NC1CCCc2ccccc21)c1ccc(Cl)nc1 (stereo not drawn)	0.37	-0.4	2	-3	9	0	5	-4	-2[20 µM]
COc1cc2c(cc1OC)CN(CC(=O)NC(=O)NC1CCCCC1)CC2	-0.51	0.6	-2	-8	4	3	3	-2	-26
NC(=O)NCCN1CCN(c2ncc(C(F)(F)F)cc2Cl)CC1	0.73	0.1	2	2	9	2	3	1	-22
COc1ccc(C(=O)NC(=S)NCCc2ccccc2)cc1	0.77	1.5	2	0	6	-1	0	0	-16
Cc1cc(NC(=O)CSc2nc3ccsc3c(=O)n2CCCCC(=O)O)no1	·	1.4	-1	-14	5	-7	3	-12	-36
CC(=O)Nc1nc(CC(C)C)cc(-c2ccccc2)c1C#N	-0.081	-0.1	-1	-6	1	-7	5	-5	-12
O=C1C(=O)N(Cc2cccnc2)C(c2ccccn2)/C1=C(/O)c1ccccc1 (stereo not drawn)	0.37	1.3	2	-3	2	-2	1	4	8
